Screening data as filed in PubChem.
KKLEB tox: cytotoxicity in KKLEB CF airway cells, primary screen, cytotoxicity control for CF NF-kB inhibitor project, cell-based, uHTS, fluorescence assay plates; KKLEB CF airway cells viability, ATPlite luminescence, overnight; hits give low values; cells stimulated with P. aeruginosa culture filtrate; activity change (cytotoxicity), % at 5 µM; hit rate 0.36% among 360,000; AID 602141, 2011;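 active = corrected activity change at or below -50% at 5 µM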
Vif imaging: HIV Vif self-association inhibitors, primary screen, imaging, HEK293T, single point; HEK293T cells, Vif self-association by quenched fluorescence, 24 h; inhibition, % at 7.49 µM; hit rate 0.35% among 340,000; in the data active = inhibition above about 50%, passing the limit was not always enough; also: some results filed as inactive read as strong as hits
HIF-2a block: HIF-2a reporter inhibitors, primary screen, luminescence, 786-0 RCC cells; AID 624352, 2012; hit rate 0.72% among 360,000; inhibition, % at 18.8 µM; 786-0 RCC cells HIF-2a reporter, luciferase luminescence, overnight;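 active = inhibition of the luminescence signal of 40% or more relative to plate controls, in a single-dose primary screen at 18.75 µM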
CaV13 ICDI inh: Disruptors of the CACNA1D IQ motif to Ca2+-dependent inactivation inhibitor domain association, primary screening, Förster resonance energy transfer in intact living …; HEK cells, CFP/YFP FRET ICDI-IQ, plate reader, 10 min; percent FRET-ratio fall versus neutral wells; inhibition, % at 12.3 µM; hit rate 0.098% among 340,000;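 active = mean replicate inhibition of at least 30% and at least 1% of replicates passing that level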;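 also: 0% = median of the neutral control wells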
NR2E3 ag-1: NR2E3 agonists in two-hybrid cells, primary screen, cell-based, luminescence, CHO-S, Gal4-NCOR/VP16-NR2E3. luciferase. AID 602229, 2012. hit rate 0.35% among 360,000. inhibition of corepressor binding, % at 3.98 µM. Photoreceptor-specific nuclear receptor (Homo sapiens), Q9Y5X4;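 active = inhibition above the mean of all tested compounds plus 3 SD, cut at about 70% in these data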;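 also: 0% = DMSO with NR2E3 transfected cells and 100% = cells lacking NR2E3 construct; higher means lower luciferase signal from less NR2E3 corepressor binding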
Target sequence (Q9Y5X4 whole entry, looked up, the tested form may be a part): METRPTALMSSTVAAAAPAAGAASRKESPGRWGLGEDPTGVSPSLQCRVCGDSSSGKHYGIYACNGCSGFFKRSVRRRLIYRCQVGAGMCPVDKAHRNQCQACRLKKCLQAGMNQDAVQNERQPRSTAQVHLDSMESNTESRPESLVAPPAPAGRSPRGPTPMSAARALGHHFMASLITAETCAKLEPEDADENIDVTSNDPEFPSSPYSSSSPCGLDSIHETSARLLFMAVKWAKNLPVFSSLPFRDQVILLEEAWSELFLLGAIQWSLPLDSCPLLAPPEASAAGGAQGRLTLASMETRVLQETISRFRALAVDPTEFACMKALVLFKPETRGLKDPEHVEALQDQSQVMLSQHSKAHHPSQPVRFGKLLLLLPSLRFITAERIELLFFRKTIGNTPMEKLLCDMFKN
MITF TRPM1 inh: inhibitors of MITF-dependent TRPM1 promoter reporter, primary screen, cell-based, SK-MEL-5, single point, luciferase; inhibition, % at 12.5 µM; hit rate 0.83% among 330,000; SK-MEL-5 TRPM1 promoter luciferase, 24 h; AID 488899, 2010;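 active = mean inhibition across replicates of 60% or more, whatever share of single replicates reaches that level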; also: values of inactives mirror those of a sister screen read the other way
Peg3 prom inh: Peg3 promoter-driven luciferase inhibitors, primary screen, cell-based, HeLa, luciferase luminescence | HeLa PEG-Prom luciferase reporter, overnight | inhibition, % at 20 µM | hit rate 1.7% among 360,000 | AID 588405, 2011;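 active = inhibition of at least 50% at 20 µM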
CF NFkB inh: inhibitors of PAF-induced NF-kB signaling, primary screen, cell-based, GFP fluorescence, uHTS; KKLEB NF-kB-GFP reporter, GFP fluorescence overnight; inhibition, % at 5 µM; hit rate 0.86% among 360,000;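 active = at least 50% inhibition at 5 µM, scaled per plate between neutral and stimulator controls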;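 also: PAF is a Pseudomonas aeruginosa culture filtrate used as stimulus; plate controls were PAF-stimulated DMSO wells for no effect and unstimulated DMSO wells for full effect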
NR2E3 ag-2: inhibitors of NR2E3-RetCOR corepressor binding, primary screen, NR2E3 agonist project, biochemical, TR-FRET, GST-NR2E3, biotin-RetCOR; Photoreceptor-specific nuclear receptor (Homo sapiens), Q9Y5X4; 1536-well; inhibition of corepressor binding, % at 4.78 µM; hit rate 0.12% among 320,000; AID 2300, 2010;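 active = percent inhibition above the cutoff of mean plus 3 SD of all tested compounds, set per screening campaign, cut at about 20% in these data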;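 also: 0% = DMSO wells and 100% = biotin wells as full block of FRET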
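Material: NR2E3–RetCOR corepressor complex | Quantity: 1.35 nM GST-tagged NR2E3 final | Schedule: 5 h at 4 °C | Replication: Singlicate compound wells | Reagent: RetCOR corepressor, biotinylated, 7 nM | Controls: Biotin wells as high control, 0.6% DMSO wells as low control | Signal: TR-FRET, Eu(K)-anti-GST donor, streptavidin-D2 acceptor, ex 340, em 617/671 nm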
PDI inh: inhibitors of human PDI, primary screen, biochemical, turbidity, single point, plate reader | inhibition, % at 10 µM | PDI insulin aggregation turbidity, A650, 90 min | hit rate 0.052% among 350,000;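 active = mean inhibition across replicates of 30% or more, whatever share of single replicates reach that level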;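 also: absorbance from insulin aggregation driven by PDI reduction with DTT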
Target sequence (P07237 whole entry, looked up): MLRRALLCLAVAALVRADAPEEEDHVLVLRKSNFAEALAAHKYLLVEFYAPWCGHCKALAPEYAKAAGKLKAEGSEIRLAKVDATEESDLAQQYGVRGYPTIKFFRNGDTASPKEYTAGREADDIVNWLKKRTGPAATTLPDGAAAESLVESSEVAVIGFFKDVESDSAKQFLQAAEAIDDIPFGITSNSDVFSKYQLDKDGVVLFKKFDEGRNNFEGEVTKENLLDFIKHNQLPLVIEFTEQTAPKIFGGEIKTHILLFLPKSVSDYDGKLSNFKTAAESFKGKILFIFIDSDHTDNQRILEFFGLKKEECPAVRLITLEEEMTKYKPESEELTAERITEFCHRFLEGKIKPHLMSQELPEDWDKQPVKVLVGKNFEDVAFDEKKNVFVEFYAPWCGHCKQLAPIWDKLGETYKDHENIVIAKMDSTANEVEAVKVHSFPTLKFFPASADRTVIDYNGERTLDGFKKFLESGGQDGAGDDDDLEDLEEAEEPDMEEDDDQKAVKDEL
Shn3 inh set2: reduction of Shn3 3'UTR firefly luciferase signal, primary screen, Schnurri-3 inhibitor project, cell-based, Clone20 osteoblasts, set 2. inhibition, % at 12.5 µM. Clone20 osteoblast Shn3 3'UTR firefly luciferase, 24 h. hit rate 0.52% among 360,000;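 active = mean inhibition of at least 75% with every replicate also reaching 75%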;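 also: 0% = median of neutral control wells and 100% = pilot-screen positive control compound; some compounds past the cut are filed as inactive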
* marks the source's active call; other numbers are inactive results; / = not tested or not shown.

SMILES	KKLEB tox	Vif imaging	HIF-2a block	CaV13 ICDI inh	NR2E3 ag-1	MITF TRPM1 inh	Peg3 prom inh	CF NFkB inh	NR2E3 ag-2	PDI inh	Shn3 inh set2
CCOc1ccc(C(=O)CCC(=O)N2CCN(c3ccc(O)cc3)CC2)cc1	10	11	-16	-3	22	-6	16	-27	/	-8	19
C=CCn1c(Cc2c[nH]c3ccccc23)nnc1SCC(=O)NCc1ccccc1	8	-19	25	/	5	5	18	5	-3	8	-13
COc1ccc(S(=O)(=O)N2CCOCC2)cc1NC(=O)Cc1ccsc1	11	1	12	-6	-12	6	-3	11	/	-2	-14
CCNC(=O)Cn1cc(C#N)c2ccccc21	6	-4	15	-5	-20	14	-3	-8	1	-2	-12
CCC1(c2ccc(F)cc2)NC(=O)N(CC(=O)NCc2ccc(C)cc2)C1=O (configuration not stated)	4	-13	21	-13	2	8	4	10	0	-1	9
CCOC(=O)C1=C(C)Nc2nc3ccccc3n2C1c1ccc(O)cc1 (configuration not stated)	-18	-6	17	5	-26	14	15	11	-2	0	-20
COC(=O)C[C@H](NC(=O)Cn1cnc(C(=O)Nc2ccc(C)c(C)c2)n1)C(=O)OC	-8	-10	-42	-5	-28	-33	-28	4	/	-2	-14
Cc1ccc(C)c(S(=O)(=O)N2CCN(C(=O)[C@@H]3CCCN3C(=O)c3cccs3)CC2)c1	2	11	12	-17	1	5	7	-8	-2	-3	2
Cc1cc(C)nc(NS(=O)(=O)c2ccc(NC(=O)Cc3ccccc3F)cc2)n1	1	14	1	-3	-8	-7	9	8	1	2	1
COC(C[C@@H](O)C[C@@H](O)COCc1ccccc1)OC	0	/	6	-4	-9	-4	9	0	/	-2	-7
CC(=O)Nc1cccc(NC(=O)c2ccc(COc3ccccc3)cc2)c1	4	34	-258	-3	-138	-155	-311	3	/	-5	-93
Nc1nc(SCC(=O)N2CCN(c3ccc(F)cc3)CC2)n[nH]1	2	3	11	-15	-4	-6	18	-16	3	2	6
Cc1ccc(S(=O)(=O)Nc2cc3c4c(c2)C(C)C(=O)N4CCC3)cc1 (configuration not stated)	1	0	-10	-7	24	-6	-9	6	-4	-5	-13
NS(=O)(=O)c1ccc(NC(=O)COC(=O)Cn2cnc3ccccc3c2=O)cc1	31	31	13	-20	21	-3	2	-7	/	4	-21
COCc1c(C(=O)NCCc2ccc(OC(F)F)cc2)oc2ccccc12	-12	-16	-7	-3	9	15	19	-28	/	1	5
CC(=O)c1c(C)[nH]c(C(=O)N2c3ccccc3CC2C)c1C (configuration not stated)	0	/	18	-7	-26	/	7	-24	1	3	-8
CCN(CC)S(=O)(=O)c1cccc(NC(=O)CCNC(=O)c2ccc([N+](=O)[O-])cc2)c1	-6	2	4	-5	-36	11	8	-5	1	0	-13
CN1CCN(c2ccncc2S(=O)(=O)N2CCCCC2)CC1	-5	4	18	-11	-7	2	23	8	3	-1	2
CCOc1ccc(NS(=O)(=O)c2ccc3[nH]cc(C(=O)NCC4CCCO4)c(=O)c3c2)cc1 (configuration not stated)	-4	/	-11	/	-16	-2	-4	13	0	19	-2
O=C1NC(=O)/C(=C/c2ccccc2Oc2ccc(Cl)cc2)S1	-5	10	4	-5	19	9	26	2	-2	-7	2
O=S(=O)(c1ccc(Cl)cc1)N1CCc2ccccc21	13	-1	11	-5	3	/	31	-10	-4	4	-5
CCCCNC(=O)C1(C)CCCCN1C(=O)c1ccc2sccc2c1 (configuration not stated)	-7	-8	-5	-5	7	/	16	-7	/	6	-12
O=C(N/N=C/c1cccc(OCc2ccccc2)c1)c1ccc(Br)cc1	-25	1	-29	-5	-2	-13	-17	-1	-2	-4	-24
Cc1cccc(C(=O)NCC(=O)NC2CCN(Cc3ccccc3)CC2)c1	-4	1	5	-6	-7	-15	18	8	1	-3	-2
FC(F)(F)c1nnc2c(Sc3ccc(Cl)cc3)nc3ccccc3n12	-17	3	41*	-4	4	78*	67*	104*	2	5	8
(continued)
SMILES	KKLEB tox	Vif imaging	HIF-2a block	CaV13 ICDI inh	NR2E3 ag-1	MITF TRPM1 inh	Peg3 prom inh	CF NFkB inh	NR2E3 ag-2	PDI inh	Shn3 inh set2
C=CCN=C1NN=C(c2ccc3c(c2)OCCO3)CS1	-10	0	-17	-6	-3	69*	2	6	-2	2	-10
Nc1ccn([C@@H]2O[C@H](CNC(=O)[C@@H](Cc3cccnc3)NC=O)[C@@H](O)[C@H]2O)c(=O)n1	6	0	7	-7	-10	/	5	2	/	3	3
COc1ccc(C(=O)NC(=S)N2CCCC2)cc1	8	-3	-13	/	-5	3	-7	-15	4	-8	-16
Cc1ccc(OCc2nnc(NC(=O)OCC(C)C)s2)cc1	0	26	-13	-5	-10	24	-4	8	3	-6	11
O=C(COC(=O)c1nc(Cl)ccc1Cl)Nc1ccc(Cl)cn1	11	-1	7	-5	-24	24	-2	2	1	6	-8
CCC(C)[C@H](NC(=O)NCCCn1ccnc1)C(=O)OC (some centres not stated)	3	-4	20	-20	2	-5	10	13	5	2	-11
CCOC(=O)c1c(C)[nH]c(C)c1C(=O)COC(=O)c1cc2ccccc2cc1OC	6	-2	17	-5	19	-10	20	-4	-3	-2	2
N#Cc1nc(-c2cccc(Cl)c2)oc1NCc1cccnc1	-4	-31	-67	-4	15	-8	-19	-17	-3	4	-1
COc1cc(OC)c2c(C)cc(=O)oc2c1C(CCN1CCN(c2ccccc2)CC1)c1ccc2c(c1)OCO2 (configuration not stated)	-3	-18	16	-5	23	3	3	15	4	-7	16
C/C(=N\Nc1nc(-c2cc(C)ccc2C)cs1)c1cc2c(ccc3ccccc32)oc1=O	10	-2	7	-2	-3	12	20	-19	4	2	-11
COc1ccc(-c2[nH]ncc2CN2CCC(O)(c3ccc(Cl)cc3)CC2)cc1	-11	4	15	-5	-1	1	18	-9	-1	-3	/
COc1ccc(C(=O)NC(=S)Nc2ccc(Cc3ccncc3)cc2)cc1	-13	-8	-43	-7	-45	1	-13	10	3	2	8
OCCC1CN(Cc2ccc(Oc3ncccn3)cc2)CCN1CCc1ccccc1 (configuration not stated)	-6	/	-36	-4	-26	-10	-40	7	4	4	5
COc1ccc(C2(O)CCN(Cc3nnnn3Cc3ccc(C)cc3)CC2)cc1	-14	-17	5	-8	-7	-6	3	-25	-3	-4	4
O=C(C1=NN[C@@H]2C(=O)N(Cc3ccccc3)C(=O)[C@H]12)c1ccc(F)cc1	-3	-2	-71	-4	1	/	-14	8	0	0	2
COc1ccc(OCC2NCCc3cc(OC)c(OC)cc32)cc1 (configuration not stated)	-27	-1	6	-2	-1	2	-13	3	0	-2	-8
CC(C(=O)N1CCCCC1)N1C(=O)c2ccccc2C1=O (configuration not stated)	2	1	14	1	-17	2	10	-6	4	20	4
O=C1c2nccnc2C(=O)N1Cc1ccccc1	8	15	4	-11	4	-1	6	-6	/	-17	1
O=C(NCCCN1CCOCC1)c1ccc([N+](=O)[O-])cc1[N+](=O)[O-]	7	5	34	-5	-2	-3	5	6	7	3	-6
Cc1ccccc1CNC(=O)CCC(=O)N1CCOc2ccccc21	2	-6	10	-6	-17	/	7	5	4	/	-6
CCN(CC1CCCN(CCc2cccc(OC)c2)C1)C(=O)c1ccc(COC)o1 (configuration not stated)	0	13	11	-3	-20	13	21	7	1	2	0
Cc1c(-c2ccccc2)oc2c(C(=O)OCC(=O)Nc3ccc(F)cc3)cccc2c1=O	-9	11	5	-7	-16	-3	12	15	-2	-5	-3
CCSc1nc(N)c(C#N)c(-c2ccccc2Cl)c1C#N	-11	-4	16	-5	-9	10	40	22	2	-5	4
COc1ccc(C(=O)N/C(=C\c2cn(C)c3ccccc23)C(=O)NCCCN2CCOCC2)cc1	5	3	8	-6	-24	2	-19	12	-3	-3	-8
COc1ccc(CN2CC(C(=O)NCCCN3CCCC(C)C3)CC2=O)cc1 (configuration not stated)	3	7	12	-2	-21	0	-6	3	0	6	-18
Later entries
SMILES	KKLEB tox	Vif imaging	HIF-2a block	CaV13 ICDI inh	NR2E3 ag-1	MITF TRPM1 inh	Peg3 prom inh	CF NFkB inh	NR2E3 ag-2	PDI inh	Shn3 inh set2
COc1ccc(NC(=O)CCNS(=O)(=O)c2ccc3c(c2)c(=O)n(C)c(=O)n3C)cc1	0	/	10	-4	-20	-7	3	-6	-3	-6	-12
O=C(COC(=O)c1ccc(O)cc1O)NCCN1C(=O)CSC1=O	0	2	5	-5	-1	0	8	11	-1	0	6
O=C(OCc1ccccc1)c1ccc2c(c1)-c1ccccc1C2=O	0	-3	-320	-5	-94	-109	-317	-27	-1	-11	-37
CCc1nnc(SCC(=O)NC2CCCC2)nc1CC	-14	-6	8	-4	-11	8	0	-5	1	2	9
NC(=O)COc1cccc(/C=N/NC(=O)c2ccc(-n3cccc3)cc2)c1	-8	-2	21	-5	-23	8	13	11	0	0	-23
CC1CN(CC(O)COCc2ccc3c(c2)OCO3)CC(C)O1 (configuration not stated)	2	-9	3	-18	0	6	12	13	-3	-1	6
CCC(C)NC(=O)c1cc(Cl)c(NC(=O)C2=C(C)OCCS2)cc1OC (configuration not stated)	12	-16	-86	-4	-62	-27	-54	-28	-2	-5	2
CCc1noc(C)c1C(=O)Nc1cccc(S(=O)(=O)N2CCCCCC2)c1	-13	-3	-1	-4	15	11	10	-6	0	-1	-1
COc1ccc(S(=O)(=O)N(C)CC(=O)Nc2ccccc2C(F)(F)F)cc1Cl	4	1	10	-3	1	-1	14	-6	2	6	1
O=C(Nc1cccc(-c2cnc3ccccc3n2)c1)c1ccccc1	-4	-1	-41	-10	-82	-4	-21	-14	0	0	-25
O=c1c2ccccc2ncn1CCOCCOc1cccc(Br)c1	-7	/	14	-5	-11	1	18	8	1	-3	-7

One compound at a time (already shown). Order of screens: KKLEB tox	Vif imaging	HIF-2a block	CaV13 ICDI inh	NR2E3 ag-1	MITF TRPM1 inh	Peg3 prom inh	CF NFkB inh	NR2E3 ag-2	PDI inh	Shn3 inh set2
Shown for `COc1ccc(S(=O)(=O)N(C)CC(=O)Nc2ccccc2C(F)(F)F)cc1Cl` → 4	1	10	-3	1	-1	14	-6	2	6	1
Shown for `CCC(C)NC(=O)c1cc(Cl)c(NC(=O)C2=C(C)OCCS2)cc1OC` (configuration not stated) → 12	-16	-86	-4	-62	-27	-54	-28	-2	-5	2
Shown for `CCc1noc(C)c1C(=O)Nc1cccc(S(=O)(=O)N2CCCCCC2)c1` → -13	-3	-1	-4	15	11	10	-6	0	-1	-1
